Screening results from PubChem.
GLP1R inv ag: GLP-1 receptor (human) inverse agonism | P43220 | HEK293 GLP-1R CRE-luciferase, luminescence, 24 h; GLP-1R form is constitutively active | Potency, µM (doses to about 38.3 µM), for inactives: at the highest dose activity change, negative = inhibition, most hits filed as inhibitors | hit rate 1.6% among 410,000; note: potency is the fitted concentration of half-maximal effect; % is set by controls: 0 for no effect and ±100 for the full control effect; nearly all actives have a fitted effect of over 55% in size
Target sequence (P43220 whole entry, looked up): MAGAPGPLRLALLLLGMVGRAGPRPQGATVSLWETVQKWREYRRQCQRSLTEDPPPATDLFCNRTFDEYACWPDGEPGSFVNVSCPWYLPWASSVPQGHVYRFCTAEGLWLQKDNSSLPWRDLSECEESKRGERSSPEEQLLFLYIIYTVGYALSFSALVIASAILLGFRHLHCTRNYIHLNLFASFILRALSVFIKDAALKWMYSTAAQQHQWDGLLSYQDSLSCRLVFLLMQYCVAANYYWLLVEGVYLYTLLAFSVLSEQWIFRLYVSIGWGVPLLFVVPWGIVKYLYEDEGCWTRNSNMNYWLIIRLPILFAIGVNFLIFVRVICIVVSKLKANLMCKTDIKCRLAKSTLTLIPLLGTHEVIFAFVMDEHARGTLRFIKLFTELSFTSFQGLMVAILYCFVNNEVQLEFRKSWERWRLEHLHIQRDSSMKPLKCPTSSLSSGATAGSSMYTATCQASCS
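Stable HEK293 clone (constitutively active GLP-1R + cAMP-response luciferase); 200 cells/uL plated, 12 h pre-culture, compound 24 hr, 37 deg C/5% CO2; detection reagent 12 min RT; luminescence.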
KB-V1 MDR tox: kills drug-selected multidrug resistant KB-V1 cells; Potency, µM (doses to about 46.1 µM), inactives show top-dose activity change, negative = cytotoxicity, actives largely listed as cytotoxic; KB-V1 MDR cells viability, CellTiter-Glo, 72 h; hit rate 3.4% among 400,000; note: potency is the fitted concentration of half-maximal effect; % is set by controls: 0 for no effect and ±100 for the full control effect; nearly all actives have a fitted effect of over 60% in size
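KB-V1 MDR subline cells in DMEM (phenol-red free, 10% FBS) exposed to compounds in qHTS concentration series for 72 h at 37 degrees C. Viability read by CellTiter-Glo luminescence; concentration-effect curves fitted after normalization and correction.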
aSyn yeast inh: rescues yeast growth from alpha-synuclein toxicity; Yeast expressing alpha-synuclein, growth rescue, BacTiter-Glo, 24 h; Potency, µM (series often up to 46.1 µM), inactives show top-dose growth rescue (activation), most hits filed as activators; hit rate 0.14% among 370,000; AID 652106; note: potency is the fitted concentration of half-maximal effect; % of control where 0% means no effect; nearly all actives have a fitted effect of over 65% in size
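Rescue of yeast growth: cells expressing toxic alpha-synuclein, induced in galactose at OD600 0.02, incubated with compound 24 h at 30 C. ATP luminescence quantified growth; inhibitors of toxicity appear as activators.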
PTHR1 agonist: activates the human parathyroid hormone receptor PTHR1; AID 743266; hit rate 0.075% among 410,000; Potency, µM (titrated, usually from 115 µM), without a hit: top-dose activation, actives largely listed as activators; Q03431; HEK293 GP2 PTHR1 cells, GloSensor cAMP luminescence, 1 h; note: potency is the fitted concentration of half-maximal effect; nearly all actives have a fitted effect of over 55% in size; some results filed as inactive show a strong effect at the top dose; inactives centre near -15; many of its hits are not listed in these tables
Target sequence (Q03431 whole entry, looked up): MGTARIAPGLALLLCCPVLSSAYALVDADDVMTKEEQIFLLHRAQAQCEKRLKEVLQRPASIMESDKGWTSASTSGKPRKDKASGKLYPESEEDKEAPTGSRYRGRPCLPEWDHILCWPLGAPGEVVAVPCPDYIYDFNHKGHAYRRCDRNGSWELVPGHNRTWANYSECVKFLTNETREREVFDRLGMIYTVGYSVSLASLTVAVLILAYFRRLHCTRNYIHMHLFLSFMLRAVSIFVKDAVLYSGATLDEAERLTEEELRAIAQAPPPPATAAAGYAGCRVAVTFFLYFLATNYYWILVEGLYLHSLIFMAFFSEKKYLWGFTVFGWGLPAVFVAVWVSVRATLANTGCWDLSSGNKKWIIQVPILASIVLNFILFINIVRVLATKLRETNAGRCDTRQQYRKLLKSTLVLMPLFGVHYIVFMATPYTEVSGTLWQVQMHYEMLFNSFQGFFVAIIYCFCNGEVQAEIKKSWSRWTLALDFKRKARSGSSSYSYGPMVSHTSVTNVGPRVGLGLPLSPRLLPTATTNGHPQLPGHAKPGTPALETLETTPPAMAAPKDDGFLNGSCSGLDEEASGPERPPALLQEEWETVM
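HEK-293-derived GP2 cells expressing PTHR1 and a GloSensor cAMP reporter, 3,000/well, plated overnight, given luciferin plus IBMX (each 0.5 mM as added) for 1 h at 37 °C, then compound for 1 h at 37 °C. Luminescence was read after 15 min at room temperature.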
TDP-43 yeast inh: TDP-43 toxicity inhibition in yeast. TDP-43 expressing yeast growth rescue, BacTiter-Glo, 24 h. Potency, µM (top dose mostly 46.1 µM), inactives show top-dose growth rescue (activation), usual class: activators. hit rate 1.8% among 410,000. AID 652104; note: potency is the fitted concentration of half-maximal effect; % of control where 0% means no effect; nearly all actives have a fitted effect of over 50% in size
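Yeast expressing TDP-43 (pregrown in raffinose, seeded at OD600=0.02 in galactose medium) exposed to compounds 24 hr at 30 deg C. Growth read by BacTiter-Glo luminescence; rescue of toxicity appears as increased signal.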
GLP1R ag: activates the human GLP-1 receptor; hit rate 0.007% among 380,000; HEK293 GLP-1R CRE-luciferase, luminescence, 4-6 h; cells express a hypersensitive GLP-1R form; Potency, µM (titrated, usually from 45.6 µM), for inactives: at the highest dose activation, hits mostly activators; note: potency is the fitted concentration of half-maximal effect; % of control where 0% means no effect
HEK293 tox: cytotoxic in the GLP-1 receptor inverse agonist counter-screen; hit rate 0.13% among 410,000; Potency, µM (top dose mostly 38.3 µM), inactives show at the top dose activity change, negative = inhibition, usual class: inhibitors; AID 624418; HEK293 cAMP-luciferase reporter cells, luminescence, 24 h;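 note: loss of luciferase light is scored as toxicity; potency is the fitted concentration of half-maximal effect; % is set by controls: 0 for no effect and ±100 for the full control effect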
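Seeding density was 200 cells/uL; after overnight-length (12 h) culture, 23 nL compounds went on for 24 h at 37 °C. Readout used a luciferase detection reagent, luminescence taken after 12 min at room temperature.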
DRD3 agonist: activates the human D3 dopamine receptor; P35462; D3R DiscoveRx beta-arrestin cells, luminescence, 90 min; max activation, %; hit rate 0.58% among 410,000; AID 652048; in the data active = max activation above about 30%; note: 0% is about no effect; mostly tested at two doses, the higher about 12 µM
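Agonist-mode cell screen: cells plated at 1500/well and incubated overnight at 37 °C, then exposed to library compounds for 90 min at 37 °C. Detection reagent was added for 30–60 min at room temperature, and luminescence was read.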
DRD3 antagonist: blocks the human D3 dopamine receptor; P35462; D3R cells, DiscoveRx beta-arrestin luminescence, antagonist mode; hits give low values; max response, negative = inhibition, %; hit rate 2.5% among 360,000; in the data active = max response below about -50%; inconclusive = no clear call, values can overlap the other calls; note: % is set by controls: 0 for no effect and ±100 for the full control effect; mostly tested at two doses, the higher about 12 µM
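Cells plated overnight at 1500 cells/well, then exposed to library compounds with dopamine controls for 90 minutes at 37 degrees C. DiscoveRx reagent added for 30–60 minutes at room temperature; luminescence read, quantitative HTS format.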
Active calls of the source: *; i = inactive; ? = inconclusive; · = no result given; & = joins results of further samples; [ ] = another dose, or the depositor's remark. Unless noted, calls come from the whole dose curve; as a rule, active = well fitted curve in the direction sought with a large enough effect; inconclusive = small, poorly fitted or top-dose-only effect, or another doubt; inactive = no such curve, though single readings can be large; an effect the other way counts as inactive or inconclusive. These rows are one share of the data; count on the stated rates, not on these rows.

SMILES	GLP1R inv ag	KB-V1 MDR tox	aSyn yeast inh	PTHR1 agonist	TDP-43 yeast inh	GLP1R ag	HEK293 tox	DRD3 agonist	DRD3 antagonist
CCCc1nc2ccccc2c(=O)n1-c1cccc(OC)c1	-32.9%	-13.4%	-0.2%	i	-8.8%	2.4%	-10.1%	-2.1	-21.0
COC(=O)C1=C(c2cccc(OC)c2OC)C[C@@H]2CC[C@H]1N2C(=O)N1CCC(O)CC1	4.4%	-6.6%	-6.7%	-11.2%	-2.7%	-3.4%	-4.7%	12.1	3.8
Cc1cccc(N2C(=O)NC(=O)/C(=C/c3ccc([N+](=O)[O-])o3)C2=O)c1	23.9%	-0.9%	-1.3%	i	20.5%	-20.7%	-7.6%	15.5	8.0
Cc1ccc(-n2ncc(C(=O)NCCN3CCC(Cc4ccccc4)CC3)c2C2CCN(C(=O)OC(C)(C)C)CC2)cc1	10µM*	-26.8%	·	-41.7%	-8.9%	·	?	-21.3	·
COc1cccc(Nc2nc(C(N)Cc3ccc(Cl)cc3)cs2)n1 (configuration not stated)	?	-0.9%	-31.7%[inhibitor]	-13.5%	?	-5.8%	?	1.3	11.3
O=C1NS(=O)c2cc([N+](=O)[O-])cc([N+](=O)[O-])c21 (configuration not stated)	4.7%	24.0%	1.2%	-24.6%	7.9%	-6.5%	7.2%	-4.0	-11.4
COc1cc2c(c(OC)c1)C(=O)OC(C)CCCC(=O)CCCCC2 (configuration not stated)	-5.6%	-28.5%	1.9%	i	1.9%	7.6%	-2.7%	-0.4	-5.2
COP(=O)(Cc1ccc(C#N)o1)OC	-1.6%	30.1%	0.0%	?	9.1%	4.9%	1.4%	12.9	-11.1
C[N+]12CCC(CC1)C(C(O)(c1cccc(Cl)c1)c1cccc(Cl)c1)C2 (configuration not stated)	-2.8%	9.8%	13.9%	i	-2.8%	10.9%	0.1%	-3.0	11.5
COc1ccc(OC)c(C2=NOC(C(=O)N3CCC4(CC3)OCCO4)C2)c1 (configuration not stated)	0.0%	-1.3%	-1.5%	-9.1%	4.7%	13.3%	8.0%	0.0	6.3
CC(=O)NS(=O)(=O)c1ccc(NC(=O)c2cccn(Cc3ccc(Cl)cc3)c2=O)cc1	?	18.5%	3.8%	-16.9%	25.7%	-6.0%	7.4%	4.2	·
Cc1ccn2nc(S(=O)(=O)Nc3c(F)cccc3F)nc2n1	1.8%	0.0%	1.7%	-10.6%	2.8%	0.4%	-10.5%	4.0	16.6

Structures listed so far that have a furan ring, fused or not, in the order listed:
SMILES	GLP1R inv ag	KB-V1 MDR tox	aSyn yeast inh	PTHR1 agonist	TDP-43 yeast inh	GLP1R ag	HEK293 tox	DRD3 agonist	DRD3 antagonist
Cc1cccc(N2C(=O)NC(=O)/C(=C/c3ccc([N+](=O)[O-])o3)C2=O)c1	23.9%	-0.9%	-1.3%	i	20.5%	-20.7%	-7.6%	15.5	8.0
COP(=O)(Cc1ccc(C#N)o1)OC	-1.6%	30.1%	0.0%	?	9.1%	4.9%	1.4%	12.9	-11.1

Later entries:
SMILES	GLP1R inv ag	KB-V1 MDR tox	aSyn yeast inh	PTHR1 agonist	TDP-43 yeast inh	GLP1R ag	HEK293 tox	DRD3 agonist	DRD3 antagonist
CC(C)CNc1c2c(nc3ccccc13)CCC2	?	?	-9.9%	-4.1%	6.6%	-0.6%	?	-8.9	-20.2
CCCCCn1c(=O)c(C(=O)NC(C)c2ccccc2)c(O)c2ccccc21 (configuration not stated)	-15.1%	?	0.2%	-0.7%	-37.1%[inhibitor]	4.3%	11.9%	0.8	20.4
CCOC(=O)c1c(-n2c(C)cc(C=C3C(=O)NC(=S)NC3=O)c2C)sc2c1CCCC2	?	-31.0%	-31.3%[inhibitor]	-61.2%[inhibitor]	17.8µM*	-4.8%	1.9%	-5.7	-6.6
FC(F)(F)c1ccc(CN2CCNCC2)cc1	?	-2.8%	-0.7%	-10.2%	-3.8%	-1.5%	-10.2%	-11.7	-15.6
C=C1C(=O)OC2C1CCC(C)C1(O)C=CC(=O)C21C (configuration not stated)	?	?	2.0%	-39.8%[inhibitor]	18.2%	-5.9%	?	3.9	22.1
C=CCN1CC[C@]23c4c5ccc(O)c4O[C@H]2/C(=N/NC(=O)c2ccccc2)CC[C@@]3(O)[C@H]1C5	7.2%	13.0%	0.2%&-7.8%	-18.9%	2.2%	1.7%	2.9%	-38.4	0.0
Cc1oc(-c2ccc(Cl)cc2)nc1CN1CCC(C(=O)NCCCN2CCN(c3cccc(Cl)c3)CC2)CC1	?	·	·	-66.8%[inhibitor]	-8.7%	·	-0.7%	-25.6	·
CC1N=C(c2ccccc2Cl)c2cc(Br)ccc2NC1=O (configuration not stated)	-5.6%	-3.5%	22.4%	i	-8.0%	18.2%	-0.2%	2.0	-0.1
O=C1NCN(c2ccccc2)C12CCN(C(c1nnnn1C1CCCC1)C1CC1)CC2 (configuration not stated)	11.0%	16.7%	3.0%	-17.2%	11.5%	6.4%	1.3%	-3.7	-18.1
Cc1ccc(CN2CCCN(Cc3ccccc3C)S2(=O)=O)cc1	?	0.0%	-13.4%	i	-34.1%[inhibitor]	5.2%	1.9%	-11.0	-2.6
Fc1ccc(F)c(C2=NNC(=Nc3ccccc3F)SC2)c1	?	?	-16.2%	-17.1%	-4.5%	-7.4%	?	3.2	0.7
Cc1ccc(S(=O)(=O)N[C@@H](CCCCN)C(=O)CCl)cc1	4.8%	-1.8%	-18.8%&-4.0%	-31.8%	13.6%	-4.5%&-9.8%	-4.3%	-11.9&-23.6	10.1
NNP(=O)(CC(=O)c1ccccc1)c1ccccc1 (configuration not stated)	17.7%	8.5%	-0.6%	i	18.4%	-5.3%	7.1%	3.4	-28.5
Cc1ccc(S(=O)(=O)N2CCC(C(=O)OCc3ccccc3)CC2)cc1C	10µM*	-7.5%	0.6%	-75.7%[inhibitor]	-1.1%	12.6%	-10.9%	-3.9	-2.8
COc1ccc(-n2c(C)cc(C(=O)COc3ccc(C)nc3[N+](=O)[O-])c2C)cc1	?	?	-0.2%	-45.3%[inhibitor]	?	0.8%	?	-2.6	12.8
N#CCCCCC#N	13.0%	-0.4%	0.5%	9.0%	4.2%	-2.7%	0.0%	-4.9	-6.5
C[C@@H]1CN([C@H](C)CO)C(=O)c2cc(NC(=O)Nc3ccc(C(F)(F)F)cc3)ccc2O[C@H]1CN(C)S(=O)(=O)c1cccs1	?	9.4%	0.2%	-34.4%	14.5%	-3.6%	?	-2.6	-15.4
Cc1cc(C)n2c(Br)c(CN3CC4CC(C3)c3cccc(=O)n3C4)nc2n1 (configuration not stated)	7.4%	16.8%	-2.1%	i	19.7%	8.7%	-10.5%	0.7	12.2
Cc1ccc(S(=O)(=O)N2Cc3ccccc3-n3nncc3C2)cc1	0.3%	-1.5%	-0.3%	i	15.1%	-0.3%	-7.2%	-12.6	3.1
Cc1cccc(N2CCN(C(=O)CCS(=O)(=O)c3ccc4c(c3)oc(=O)n4C)CC2)c1C	?	-29.3%&-20.6%	2.2%	-27.1%	1.2%&14.7%	-6.0%	-9.3%&-1.5%	8.8&21.7	-21.9
C=C1C(O)(c2ccccc2)C2CC[N+]1(C)CC2 (configuration not stated)	0.0%	1.3%	1.0%	-4.6%[57.5 µM]	-7.5%	-10.4%	3.2%	9.0	12.4
Cc1cccc(NC(=O)c2nc[nH]c2C(=O)N[C@H](C)c2ccccc2)c1	?	?	-11.0%	i	0.0%	-1.2%	-7.9%	-9.5	52.1
CC(=NCc1ccc2c(c1)OCO2)c1c(O)n(-c2ccccc2)c(=O)[nH]c1=O	-28.0%	-5.2%	-1.5%	i	?	8.2%	12.7%	0.1	3.7
C[C@]12CCC3C(CC[C@H]4[C@H](O)[C@H](O)CC[C@]34C)C1CC[C@@H]2O (some centres not stated)	31.4%[activator]	2.0%	8.0%	-15.6%	-5.1%	13.6%	-8.7%	7.6	2.6
CC1CC2(O)c3nonc3CCC2N1O (configuration not stated)	-37.9%	0.4%	2.4%	i	23.1%	-13.8%	3.5%	-0.7	-4.2
C=CC(=O)NCNC(=O)C=C	12.4%	4.6%	-19.4%	i	14.1%	0.5%	0.0%	-88.1&12.0	-75.8*
CC/C(=C\C=C\[C@@H]1C=C[C@@H]2CCC[C@H]2[C@@H]1C(=O)c1ccc[nH]1)[C@@H]1O[C@@H]([C@@H](C)C(=O)O)CC[C@@H]1C	2.51µM*	?	0.1%	-7.2%	10.5%	-17.2%	?	2.7	8.6
CN(CCc1nnc(N)s1)[N+](=O)[O-]	6.7%	-6.7%	-3.2%	i	14.7%	2.5%	-0.9%	-3.8	-0.3
COc1ccc(-c2nc(CN3C(=O)CN=C(c4ccccc4)c4cc(Cl)ccc43)c(C)o2)cc1	?	?	·	i	0.0%[9.22 µM]	·	-12.9%	9.2	·
COCCNC(=O)N1[C@H]2CC[C@@H]1C(C(=O)OC)=C(c1cccc(C#N)c1)C2	13.1%	1.2%	-9.5%	i	-7.1%	1.1%	-0.4%	13.8	19.4
NC(=Nc1ccccc1)Nc1ccccc1	?	0.0%	2.2%	i	-0.3%	-2.2%	-4.9%	2.3&-8.4&0.9	27.1
O=C(COc1ccccc1)N1CCN(CC(O)COc2ccccc2)CC1 (configuration not stated)	4.6%	?	2.3%	-5.1%	2.2%	-6.6%	-0.7%	-12.9	-73.7*
CN(C)[C@@H]1C(=O)C(C(N)=O)=C(O)[C@@]2(O)C(=O)C3=C(O)c4c(O)cccc4[C@@](C)(O)C3[C@H](O)C12 (some centres not stated)	-12.7%&19.3%	8.7%&-2.4%	3.5%&1.2%	-17.8%	2.5%&23.2%	-5.4%&-1.3%	3.9%&1.4%	19.5&9.9	-7.9&3.8
